Giardia kill: kills Giardia lamblia; Giardia lamblia trophozoite viability; activity change, % at 7.66 µM, hits read low; 340,000 tested, 0.15% active; AID 540267; in the data active = activity change below about -80%; inconclusive = between about -30% and that limit;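 note: parasites exposed to compound for two days anaerobically before the ATP read; % is set by controls: 0 for no effect and ±100 for the full control effect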
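Giardia trophozoites, 100 cells per well, were exposed to compounds for 48 hrs at 37 deg C under anaerobic conditions; viability was then read as ATP content by bioluminescence after 15-30 min at room temperature.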
Coupling enz: inhibits coupling enzyme system, counter-screen for aldolase hits. coupling enzyme system counterscreen, AmpLite Red fluorescence. activity change, negative = inhibition, % at 58.2 µM, hits read low. 290,000 tested, 0.67% active. AID 2472; in the data active = activity change below about -30%; note: % is set by controls: 0 for no effect and ±100 for the full control effect
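Compounds tested against the coupling enzymes alone at 57.5 uM final; readout was AmpLite Red fluorescence (525/598 nm) after 20 min at RT.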
TCR act: activates T cell receptor signaling; 330,000 tested, under 10 active; Potency, µM (series often up to 9.22 µM), for inactives: at the top dose activation of IL-2 secretion, hits mostly activators; primary human leukocytes, anti-CD3, IL-2 HTRF, 48 h; note: % of control where 0% means no effect
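Primary human leukocytes were stimulated with a-CD3 beads plus compounds for 48 hr without co-stimulation; secreted IL-2 was quantified by HTRF using a-IL-2-K (europium cryptate) and a-IL-2-d2, excited at 320nm with acceptor emission read at 665nm.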
Tb PFK inh: blocks T. brucei phosphofructokinase. O15648. T. brucei PFK, ADP-Glo luminescence. Potency, µM (doses to about 57.5 µM), for inactives: top-dose activity, negative = inhibition, actives largely listed as inhibitors. 330,000 tested, 0.17% active. AID 485367;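 note: potency is the fitted concentration of half-maximal effect; 0% = uninhibited 1x PFK enzyme wells and -100% = no-enzyme wells; nearly all actives have a fitted effect of over 60% in size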
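In TEA buffer at pH 8.0 with 5 mM MgCl2, enzyme (1.25 nM) converted F6P (0.5 mM) and ATP (0.1 mM) for 45 min at room temperature. ADP product was read by luciferase luminescence.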
A-T KAP1 phos: potential ataxia-telangiectasia treatment; […] A-T fibroblasts, KAP-1 phosphorylation AlphaLISA; neocarzinostatin DNA damage 30 min before lysis; Potency, µM (doses to about 57.5 µM), inactives show at the highest dose activation, actives largely listed as activators; 320,000 tested, 0.19% active; note: potency is the fitted concentration of half-maximal effect; % of control where 0% means no effect; nearly all actives have a fitted effect of over 45% in size
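hTERT-immortalized A-T patient fibroblasts ([…]), 500 cells/well in OPTI-MEM, 1% FBS, got compounds for 60 min, then NCS for 30 min at 37C. Lysates were then assayed for phospho-KAP-1 by AlphaLISA (anti-pKAP1 donor, anti-KAP1 acceptor beads), 6 hr at 25C.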
hERG WT inh: KCNH2 (human, wildtype) channel inhibition. AID 720551. U2OS, BacMam KCNH2, thallium flux FluxOr; active compounds read low. 340,000 tested, 0.37% active. activity change, % at 1.84 µM. Q12809;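 active = maximum activity change below -70%; inconclusive = maximum activity change between -70% and -50%; inactive = maximum activity change above -50%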; note: % is set by controls: 0 for no effect and ±100 for the full control effect
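U2OS cells transduced with wild-type KCNH2 virus are loaded with FluxOr dye for 45 min, and thallium flux is measured in kinetic reads before and after stimulation buffer. Rate constants are normalized to DMSO controls.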
CXXC DNA block: MLL CXXC-DNA interaction inhibition; Q03164; MLL-CXXC / FITC-HOXA9 DNA fluorescence polarization; Potency, µM (doses to about 115 µM), for inactives: top-dose activity change, negative = inhibition, most hits filed as inhibitors; 290,000 tested, 0.037% active; active = well fitted inhibition curve with a large enough effect in the polarisation, with a control signal flat, not every such curve was filed as active; inconclusive = small, poorly fitted or top-dose-only effect, or effect the other way, or a change in a side signal; inactive = no such curve, though single readings can be large or run the other way; the % refers to the polarisation; note: potency is the fitted concentration of half-maximal effect
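Steps: dispense CXXC domain solution (7 uM) → pin compounds or unlabeled HOX-A9 DNA control → 5 min ambient → add FLSN-HOX-A9 solution (50 nM) → spin → 30 min ambient → fluorescence polarization. Tris pH 7.5/NaCl/DTT/BSA buffer.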
TSHR antagonist: human thyrotropin receptor antagonism. P16473. activity change, negative = inhibition, % at 11.5 µM. 330,000 tested, 0.2% active. TSHR-expressing cells, TSH-stimulated cAMP HTRF, 2 h; active compounds read low. AID 504810;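 active = activity change below a set negative limit, meaning inhibition stronger than a set level, cut at about -70% in these data; inconclusive = activity change between two set negative limits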; note: % is set by controls: 0 for no effect and ±100 for the full control effect
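TSHR-expressing cells, 200/well, pre-treated with compound, then stimulated with EC80 TSH (4nM final) for 2 hours at 37 deg C. cAMP measured by competitive HTRF: anti-cAMP cryptate antibody in lysis buffer plus cAMP-d2, read after 30 minutes at room temperature.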
GALK inhibitor: galactokinase (human) inhibition | Purified GALK, Kinase-Glo residual ATP luminescence | Potency, µM (doses to about 57.5 µM), for the others: top-dose activity change, negative = inhibition, usual class: inhibitors | 270,000 tested, 0.007% active | AID 1868; note: potency is the fitted concentration of half-maximal effect; % is set by controls: 0 for no effect and ±100 for the full control effect
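Compounds were pin-transferred into ATP buffer (35 uM final), then GALK plus galactose (5 nM, 100 uM final) was added. After 1 h at room temperature, Kinase-Glo Plus was added and luminescence read after 10 min.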
Chronic BCR inh: inhibitors of chronic active B-cell receptor signaling; Potency, µM (highest dose often 46.1 µM), without a hit: top-dose ratio change, negative = lower green/red ratio, usual class: inhibitors; 340,000 tested, 0.05% active; ABC-DLBCL IkBa-CBG/CBR reporter, luminescence ratio, 4 h; active = well fitted inhibition curve with a large enough effect in the signal ratio, with a control signal flat, not every such curve was filed as active; inconclusive = small, poorly fitted or top-dose-only effect, or effect the other way, or a change in a side signal; the % refers to the signal ratio;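 note: potency is the fitted concentration of half-maximal effect; plate controls were basal doxycycline-induced cells for no effect and cells given 10 µM MG132 for full effect; MG132 reads +100%, hits lower the ratio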
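Compounds up to 46 uM were incubated four hours with TMD8 cells whose green CBG68 luciferase is fused to IkappaBalpha; red CBR luminescence normalised the signal, and concentration-effect curves were fitted to fusion, red and ratio data.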
* = called active by the depositor; [ ] = remark or other dose. Unless noted, calls come from the whole dose curve; as a rule, active = well fitted curve in the direction sought with a large enough effect; inconclusive = small, poorly fitted or top-dose-only effect, or another doubt; inactive = no such curve, though single readings can be large; an effect the other way counts as inactive or inconclusive.

`O=c1c2ccccc2nc(CSc2nnnn2-c2ccccc2)n1-c1ccccc1` gave Giardia kill -8, Coupling enz 2, TCR act -3%, Tb PFK inh 5%, A-T KAP1 phos 10%, hERG WT inh 3, CXXC DNA block 39%[activator], TSHR antagonist 7, GALK inhibitor 0% and Chronic BCR inh -2%.
Screening C=C(C)C(=O)Nc1cccc(C2=NOC3(C2)C[C@@H](C(N)=O)N(C(=O)/C(C)=C/C)C3)c1 (stereo partly drawn) returned Giardia kill 2, Coupling enz -1, TCR act -2%, Tb PFK inh 3.4µM*, A-T KAP1 phos -19%, hERG WT inh -14, CXXC DNA block -1%, TSHR antagonist 1, GALK inhibitor -1% and Chronic BCR inh 1%.
`O=C(NCc1cccs1)c1cc(-c2ccc(O)cc2)on1` gave Giardia kill -13, Coupling enz 1, TCR act 5%, Tb PFK inh -2%, A-T KAP1 phos -6%, hERG WT inh 4, CXXC DNA block 1%, TSHR antagonist 5, GALK inhibitor 4% and Chronic BCR inh inconclusive.
`Cn1nccc1C(=O)N1CCN(c2ccccc2F)CC1` gave Giardia kill -18, TCR act 13%, Tb PFK inh 1%, A-T KAP1 phos 44%, hERG WT inh -18, CXXC DNA block 3%, TSHR antagonist 20, GALK inhibitor 7% and Chronic BCR inh 5%.
For CCOC(=O)c1c(C)[nH]c(C(=O)Nc2ccc3c(c2)OCO3)c1C the results were Coupling enz 1, Tb PFK inh -2%, A-T KAP1 phos 5%, CXXC DNA block -15%, TSHR antagonist -1, GALK inhibitor -3% and Chronic BCR inh inconclusive.
Screening CCOc1cc(/C=N/NC(=O)c2ccc(NC(=O)C3CC3)cc2)ccc1O returned Giardia kill -7, TCR act -8%, Tb PFK inh 2%, A-T KAP1 phos 0%, hERG WT inh 3, CXXC DNA block 11%, TSHR antagonist -5, GALK inhibitor -3% and Chronic BCR inh -22%.
`Cc1ccsc1CNC(=O)c1c(-c2ccccc2)noc1C` gave Giardia kill -4, Coupling enz -7, TCR act -2%, Tb PFK inh 2%, A-T KAP1 phos -2%, hERG WT inh 1, CXXC DNA block -17%, TSHR antagonist -3 and Chronic BCR inh 5%.
`COc1cccc(/C(O)=C2/C(=O)C(=O)N(CCCN(C)C)C2c2cccc(Cl)c2)c1` (stereo not drawn) gave Coupling enz 6, Tb PFK inh -2%, A-T KAP1 phos 11%, CXXC DNA block 0%, TSHR antagonist 3, GALK inhibitor 6% and Chronic BCR inh inconclusive.
For CCOc1ccccc1NC(=O)CCS(=O)(=O)c1cccc2nsnc12 the results were Giardia kill 7, Coupling enz 0, TCR act -5%, Tb PFK inh -1%, A-T KAP1 phos 3%, hERG WT inh -1, CXXC DNA block 7%, TSHR antagonist -3, GALK inhibitor -3% and Chronic BCR inh inconclusive.
`Cc1ccc(C(=O)N(Cc2sccc2C)C2CCS(=O)(=O)C2)cc1` (stereo not drawn) gave Giardia kill 9, TCR act -6%, Tb PFK inh 0%, A-T KAP1 phos 26%, hERG WT inh -9, CXXC DNA block 2%, TSHR antagonist -1, GALK inhibitor -5% and Chronic BCR inh 0%.
For Oc1ccc(/C=N/Nc2ccc3ccccc3c2)c(O)c1 the results were Giardia kill -4, Coupling enz -4, TCR act 4%, Tb PFK inh 10%, A-T KAP1 phos 0%, hERG WT inh -1, CXXC DNA block 1%, TSHR antagonist -9, GALK inhibitor -2% and Chronic BCR inh inconclusive.
For Cc1cc2cccc(C)c2nc1SCC(=O)NC1CCCCC1 the results were Giardia kill -17, Coupling enz 13, TCR act 0%, Tb PFK inh 2%, A-T KAP1 phos 6%, hERG WT inh 5, CXXC DNA block 7%, TSHR antagonist -1, GALK inhibitor -2% and Chronic BCR inh 0%.

The last 2 records of the section before open the next one:
For Oc1ccc(/C=N/Nc2ccc3ccccc3c2)c(O)c1 the results were Giardia kill -4, Coupling enz -4, TCR act 4%, Tb PFK inh 10%, A-T KAP1 phos 0%, hERG WT inh -1, CXXC DNA block 1%, TSHR antagonist -9, GALK inhibitor -2% and Chronic BCR inh inconclusive.
For Cc1cc2cccc(C)c2nc1SCC(=O)NC1CCCCC1 the results were Giardia kill -17, Coupling enz 13, TCR act 0%, Tb PFK inh 2%, A-T KAP1 phos 6%, hERG WT inh 5, CXXC DNA block 7%, TSHR antagonist -1, GALK inhibitor -2% and Chronic BCR inh 0%.
Screening Cc1cc(C(=O)Nc2ccccc2)oc(=O)c1 returned Giardia kill 7, Coupling enz 1, TCR act 3%, Tb PFK inh -12%, A-T KAP1 phos -3%, hERG WT inh -3, CXXC DNA block 0%, TSHR antagonist 3, GALK inhibitor 1% and Chronic BCR inh inconclusive.
`Cc1onc(-c2ccccc2Cl)c1C(=O)NCCN1CCOCC1` gave Giardia kill -1, Coupling enz 3, TCR act 5%, Tb PFK inh 1%, hERG WT inh 9, CXXC DNA block -6%, TSHR antagonist 16, GALK inhibitor 1% and Chronic BCR inh 1%.
Screening COc1ccc(CCNC(=O)c2ccc(Br)cc2)cc1 returned Giardia kill 32[activator], Coupling enz 2, TCR act -92%, Tb PFK inh 2%, A-T KAP1 phos -2%, hERG WT inh 5, CXXC DNA block -4%, TSHR antagonist 7, GALK inhibitor 3% and Chronic BCR inh 3%.
Screening Cc1ccc(Oc2c(C)nc(-c3ccccc3)[nH]c2=O)cc1 returned Giardia kill -3, Coupling enz 5, TCR act -3%, Tb PFK inh 18%, A-T KAP1 phos 2%, hERG WT inh -1, CXXC DNA block -7%, TSHR antagonist -6, GALK inhibitor 1% and Chronic BCR inh 5%.
Cc1nc(C)c(C(=O)N2CCCC(C(=O)c3ccc(Cl)cc3C)C2)s1 (stereo not drawn) was read as Giardia kill -26, TCR act -3%, Tb PFK inh 2%, A-T KAP1 phos 4%, hERG WT inh 2, CXXC DNA block 3%, TSHR antagonist -14, GALK inhibitor -2% and Chronic BCR inh 3%.
COc1ccc(C(NC(=O)c2cccnc2)c2cc(Cl)c3cccnc3c2O)cc1OC (stereo not drawn) was read as Giardia kill -1, Coupling enz 0, TCR act 2%, Tb PFK inh 0%, A-T KAP1 phos -4%, hERG WT inh 3, CXXC DNA block inconclusive, TSHR antagonist -15, GALK inhibitor 0% and Chronic BCR inh 1%.
`CC(=O)Nc1c(C)ccc2nsnc12` gave Giardia kill 4, Coupling enz -2, TCR act -5%, Tb PFK inh -7%, A-T KAP1 phos -2%, hERG WT inh 3, CXXC DNA block 0%, TSHR antagonist -2, GALK inhibitor 1% and Chronic BCR inh 15%.
For CCc1nnc(NC(=O)c2ccc(S(=O)(=O)N(CC)Cc3ccccc3)cc2)o1 the results were Giardia kill -1, Coupling enz 17, TCR act 2%, Tb PFK inh 1%, A-T KAP1 phos -5%, hERG WT inh 12, CXXC DNA block -8%, TSHR antagonist 43, GALK inhibitor -2% and Chronic BCR inh 1%.
For COc1ccc(S(=O)(=O)NCCSCc2ccco2)cc1OC the results were Giardia kill -9, Coupling enz 4, Tb PFK inh -19%, A-T KAP1 phos 3%, hERG WT inh 4, CXXC DNA block 1%, TSHR antagonist 24, GALK inhibitor 0% and Chronic BCR inh -19%.
Screening Cc1ccc(C(=O)COC(=O)c2cc(Cl)ccc2O)cc1[N+](=O)[O-] returned Giardia kill -6, TCR act -1%, Tb PFK inh 1%, A-T KAP1 phos 8%, hERG WT inh -6, CXXC DNA block -2%, TSHR antagonist -3, GALK inhibitor 3% and Chronic BCR inh 3%.
Screening COc1cc(NC(=O)Nc2ccc3c(c2)OCO3)cc(OC)c1OC returned Giardia kill 0, Coupling enz 4, TCR act 8%, Tb PFK inh -5%, A-T KAP1 phos -4%, hERG WT inh 5, CXXC DNA block 5%, TSHR antagonist 1, GALK inhibitor 1% and Chronic BCR inh 7%.
Cc1ccc(C(=O)Oc2ccc(-c3nccc(-c4ccccn4)n3)cc2)cc1 was read as Giardia kill 6, Coupling enz -5, TCR act 8%, Tb PFK inh -4%, A-T KAP1 phos -4%, hERG WT inh -16, CXXC DNA block 19%, TSHR antagonist 8, GALK inhibitor -1% and Chronic BCR inh 5%.
For Cc1cc(C)c(NC(=O)COc2ccc(-n3cnnn3)cc2)c(C)c1 the results were Giardia kill 9, TCR act 15%, Tb PFK inh 4%, A-T KAP1 phos 5%, hERG WT inh -1, CXXC DNA block -7%, TSHR antagonist 10, GALK inhibitor -4% and Chronic BCR inh -2%.
For Cc1cc(C(=O)Cn2cc([N+](=O)[O-])ccc2=O)c(C)n1CC1CCCO1 (stereo not drawn) the results were Giardia kill -16, TCR act 4%, Tb PFK inh -4%, A-T KAP1 phos -4%, hERG WT inh -10, TSHR antagonist -1 and Chronic BCR inh 1%.
O=C(Nc1ccc(N2CCN(C(=O)c3ccco3)CC2)cc1)c1ccccc1 was read as Giardia kill -30, Coupling enz -1, TCR act 11%, Tb PFK inh 0%, A-T KAP1 phos -1%, hERG WT inh -9, CXXC DNA block 1%, TSHR antagonist -2, GALK inhibitor 12% and Chronic BCR inh inconclusive.
